Compound activity: PubChem, several laboratories
SV40 large T antigen: TAg ATPase/helicase activity blockers – biochemical (AID 1903) | actives 0.39% (n = 310,000) | inhibition, % at 20 µM; hits with a dose series show IC50 in µM | SV40 large T antigen ATPase/helicase inhibition assay; higher % means a stronger effect; in the data active means a potency from the dose series; inconclusive means inhibition mostly from about 32% at the one dose, without a potency; inactive means the rest, 99 in 100 with inhibition below about 32%; further: strong numbers were not always called active
HIV peptide binding: inhibitors of HIV fusion peptide binding, primary screen, biochemical, uHTS, fluorescence dequenching (AID 1986). cell-free peptide binding, fluorescence dequenching, 30 min; higher % means a stronger effect. one-dose inhibition, % at 20 µM; IC50 in µM for titrated hits. actives 0.3% (n = 290,000); in the data active means inhibition mostly above about 52%, no sharp cut-off; inactive means mostly below about 76%; further: some results filed as inactive read as strong as hits
AID2073: inhibitors of Mint1-CaV2.2 protein interaction, biochemical, HTRF (AID 2073) | inhibition, % at 20 µM; hits with a dose series show IC50 in µM | HTRF protein-protein interaction, Mint1-CaV2.2; higher % means a stronger effect | actives 0.19% (n = 290,000); in the data active means inhibition mostly above about 51%, no sharp cut-off; inconclusive means no clear call, values can overlap the other calls; inactive means mostly below about 53%; further: some results filed as inactive read as strong as hits
XIAP displacement: XIAP antagonists, biochemical, IAP family, fluorescence polarization (AID 1018); XIAP BIR domain, fluorescence polarization peptide displacement; higher % means a stronger effect; displacement, % at 20 µM, or IC50 in µM where a hit was titrated; actives 0.007% (n = 200,000); in the data active means displacement above about 50%; further: a part of the inactive calls stands beside numbers as strong as those of hits
LYP inhibition: PTPN22 lymphoid phosphatase activity blockers – biochemical, fluorescence intensity, uHTS (AID 1779) | recombinant LYP phosphatase, fluorescence intensity; higher % means a stronger effect | inhibition, % at 11.5 µM; hits with a dose series show IC50 in µM | actives 0.054% (n = 290,000); in the data active means inhibition above about 50%;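 further: plate controls were vehicle with enzyme for no effect and no enzyme for full effect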
MgcRacGAP inhibition: MgcRacGAP GTPase-activating activity inhibitors, confirmation, biochemical, ADP Hunter fluorescence | inhibition, % at 30 µM, or IC50 in µM where a hit was titrated | actives 0.6% (n = 340,000) | MgcRacGAP-stimulated Rac1 GTP hydrolysis, ADP Hunter fluorescence; higher % means a stronger effect; GST-tagged Rac1 F28L mutant substrate;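 active means first-screen hits whose inhibition reached a set limit at any dose in the follow-up dose series; inconclusive means inhibition above the set first-screen limit but never retested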;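 further: fluorescence reports GDP produced by GAP-driven GTP hydrolysis; strong numbers were not always called active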
RSV CPE inhibition: inhibition of RSV-induced cytopathic effect – HEp-2 cells, primary 10 µM value included (AID 2391). CPE inhibition, % at 10 µM, or IC50 in µM where a hit was titrated. actives 0.13% (n = 310,000). HEp-2 cells, RSV-induced CPE inhibition; higher % means a stronger effect; in the data active means a potency from the dose series; inconclusive means CPE inhibition mostly from about 23% at the one dose, without a potency; inactive means the rest, 99 in 100 with CPE inhibition below about 21%; further: strong numbers were not always called active
Dengue-2 NS5 capping: flavivirus cap methylation enzyme inhibition – biochemical, confirmation dose response, primary screen (AID 588689); Dengue-2 NS5 methyltransferase capping enzyme assay, biochemical; higher % means a stronger effect; inhibition, % at 25 µM, or IC50 in µM where a hit was titrated; actives 0.3% (n = 340,000); in the data active means a potency from the dose series; inconclusive means inhibition above about 29% without an active follow-up result
SIAH1 antagonists: Siah-1 peptide-binding antagonists, primary screen, biochemical, fluorescence polarization, rhodamine-plectin, uHTS (AID 1817); actives 0.02% (n = 290,000); displacement, % at 20 µM, or IC50 in µM where a hit was titrated; Siah-1 / rhodamine-plectin peptide fluorescence polarization; higher % means a stronger effect;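 active means displacement of at least 50% at 20 µM, with a fluorescence ratio check between 0.3 and a set limit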;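 further: plate controls were Siah plus tracer with DMSO for no effect and tracer alone without Siah for full effect; strong numbers were not always called active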
Dengue-2 NS5 capping pilot replicate: also measured in Dengue-2 NS5 capping; calls as there; inhibition, %; measured here: pilot screen replicate inhibition
An asterisk follows results filed as active; ? = inconclusive; . = no result given; & = joins results of further samples. The order is random (roughly 1.7% active in at least one column).

SMILES	SV40 large T antigen	HIV peptide binding	AID2073	XIAP displacement	LYP inhibition	MgcRacGAP inhibition	RSV CPE inhibition	Dengue-2 NS5 capping	SIAH1 antagonists	others
CCOC(=O)c1c(NS(C)(=O)=O)sc2c1CCC(C)C2 (configuration not stated)	14.8%	-1.1%	-14.0%	11.4%	2.7%	14.7%	2.3%	-8.2%	3.9%
COc1ccc(NC(=O)CN(C)C(=O)c2ccc(N3CCOCC3)c([N+](=O)[O-])c2)cc1	15.6%	.	.	.	.	6.1%	-1.0%	4.4%	.
CC(NCc1ccccc1O)c1ccccc1 (configuration not stated)	9.6%	-1.6%	15.1%	-7.5%	-1.5%	9.3%	0.7%	-17.8%	1.2%
O=C(NCc1cccc(Cl)c1)C1CCC(=O)N(CCCN2CCOCC2)C1 (configuration not stated)	.	-1.4%	2.0%	.	-4.3%	-0.4%	.	1.8%	-0.3%
CCC1CCCCN1C(=O)c1ccc(OC)c(OC2CCN(C(C)=O)CC2)c1 (configuration not stated)	.	-0.8%	16.3%	.	-6.0%	9.9%	.	-1.6%	5.7%
CC(NC(=O)CCc1nnc(-c2ccc(-c3ccccc3)cc2)o1)c1nc2ccccc2[nH]1 (configuration not stated)	0.0%	2.0%	24.9%	-3.6%	0.0%	16.5%	14.0%	-0.8%	0.8%
COc1ccc(Oc2nc(C)cc(C)c2S(=O)(=O)c2ccc(C)cc2)cc1	10.9%	1.1%	1.5%	-4.2%	1.7%	7.0%	0.5%	-3.4%	3.2%
Cc1ccccc1CSc1[nH]c(=O)ncc1C	10.7%	-0.5%	-0.5%	.	-11.0%	7.0%	-0.2%	1.6%	29.4%
O=c1ccn(CCOc2ccc(Cl)cc2)c(=O)[nH]1	1.2%	0.2%	-3.9%	-7.4%	-7.2%	10.9%	-1.0%	0.0%	-4.3%
Cc1ccc(NC(=O)CN(C)CC(=O)Nc2ccc(F)c(Cl)c2)cc1	11.4%	0.1%	-9.4%	-1.9%	2.9%	27.9%	2.2%	3.9%	-1.4%
Cc1onc(-c2ccccc2Cl)c1C(=O)Nc1ncn[nH]1	2.0%	0.6%	2.1%	0.8%	-10.4%	7.4%	0.1%	-3.2%	1.3%
CNc1ccc(OC(F)F)cc1C(=O)c1ccccc1	-18.3%	-0.4%	0.8%	1.0%	1.2%	7.2%	0.9%	0.7%	-3.8%
COc1ccccc1NC(=O)C1CCN(S(=O)(=O)c2ccc3c(c2)NC(=O)CO3)CC1	4.6%	-2.6%	5.9%	.	-14.9%	-16.1%	0.6%	6.1%	-2.4%
COc1ccc(-c2cc(C(=O)N3CCN(C(=O)c4ccccc4F)CC3)[nH]n2)cc1	10.7%	1.2%	4.7%	.	4.1%	13.1%	2.4%	-2.7%	1.7%
Cc1cccc(CCNC(=O)C2CCN(S(=O)(=O)c3ccccc3)CC2)c1	0.8%	0.6%	6.8%	-5.9%	0.4%	-0.2%	0.5%	0.0%	1.9%
Cc1nc2ccccn2c1C(=O)NCCCN1CCOCC1	3.5%	3.9%	-1.4%	-1.3%	-5.8%	-3.6%	-0.6%	19.3%	2.6%
Cc1ccc(CN2[C@@H](c3ccccc3)COCCS2(=O)=O)cc1	5.9%	-0.9%	7.6%	.	-14.1%	5.4%	2.2%	-2.4%	-9.8%
Cc1ccc(S(=O)(=O)NCc2ccccc2)cc1C(=O)N(C)Cc1ccccc1F	5.0%	1.8%	-5.2%	.	-8.7%	8.5%	17.1%	-6.5%	-1.8%
CCOC(=O)c1c(C)[nH]c(C(=O)OCc2ccc(F)cc2)c1C	15.4%	0.0%	6.3%	.	5.5%	2.6%	2.5%	1.9%	4.2%
O=S(=O)(Nc1c(O)ccc2ccccc12)c1ccc(F)cc1	53.2%	.	.	.	.	14.8%	2.5%	28.2%	.

The final 5 entries of the part before are carried over, then new ones follow:
SMILES	SV40 large T antigen	HIV peptide binding	AID2073	XIAP displacement	LYP inhibition	MgcRacGAP inhibition	RSV CPE inhibition	Dengue-2 NS5 capping	SIAH1 antagonists	others
Cc1nc2ccccn2c1C(=O)NCCCN1CCOCC1	3.5%	3.9%	-1.4%	-1.3%	-5.8%	-3.6%	-0.6%	19.3%	2.6%
Cc1ccc(CN2[C@@H](c3ccccc3)COCCS2(=O)=O)cc1	5.9%	-0.9%	7.6%	.	-14.1%	5.4%	2.2%	-2.4%	-9.8%
Cc1ccc(S(=O)(=O)NCc2ccccc2)cc1C(=O)N(C)Cc1ccccc1F	5.0%	1.8%	-5.2%	.	-8.7%	8.5%	17.1%	-6.5%	-1.8%
CCOC(=O)c1c(C)[nH]c(C(=O)OCc2ccc(F)cc2)c1C	15.4%	0.0%	6.3%	.	5.5%	2.6%	2.5%	1.9%	4.2%
O=S(=O)(Nc1c(O)ccc2ccccc12)c1ccc(F)cc1	53.2%	.	.	.	.	14.8%	2.5%	28.2%	.
O=C(Nc1ccc([N+](=O)[O-])cc1)c1cc(Cl)sc1Cl	9.1%	0.8%	-1.6%	.	-2.3%	9.5%	?	2.7%	7.3%
CCOC(=O)c1ccccc1-c1csc(N)n1	4.0%	1.2%	2.8%	-7.4%	-4.2%	4.2%	0.2%	-8.1%	3.4%
Cn1c(=NC(=O)CN2C(=O)C3CC=CCC3C2=O)sc2ccccc21 (configuration not stated)	1.7%	14.5%	13.7%	-3.0%	-1.1%	7.5%&4.1%	5.7%	-5.4%&-1.2%	0.9%
Cc1onc(-c2ccccc2Cl)c1C(=O)Nc1ccc(OCC(=O)N2CCOCC2)cc1	15.8%	-0.3%	11.6%	1.3%	-7.2%	4.1%	1.7%	-0.7%	-7.0%	Dengue-2 NS5 capping pilot replicate=-3.8
Cc1cc(-c2nnc(SCC(=O)Nc3ccccc3)n2C)no1	5.0%	-1.4%	11.9%	.	-5.9%	-5.5%	2.9%	-2.3%	12.7%
CCOC(=O)c1c(NCc2ccccc2)n[nH]c1C	6.8%	-2.3%	0.8%	-4.9%	-10.6%	7.0%	0.1%	-5.1%	0.6%
N#Cc1ccc(CN2CCN(C(=O)CC(NC(=O)c3ccccc3)c3ccccc3)CC2)cc1 (configuration not stated)	-0.1%	-2.4%	11.8%	.	-0.8%	7.8%	2.3%	3.3%	-3.6%
Cc1ccc(-n2c(CNc3ccc(F)cc3)nnc2SCC(=O)NCc2ccco2)cc1	5.2%	0.3%	-15.1%	0.2%	2.4%	9.5%	0.7%	1.6%	2.6%
COc1cccc(CN2CCN(Cc3ccc4c(NC(C)=O)cccc4n3)CC2CCO)c1 (configuration not stated)	19.0%	1.3%	2.0%	-4.1%	-12.4%	-6.8%	-1.3%	-6.1%	10.6%
CCOP(=O)(c1ccc(N(C)C)cc1)C(O)c1ccccc1 (configuration not stated)	4.3%	0.8%	6.5%	-3.0%	-4.2%	3.3%	2.1%	2.5%	-3.3%	Dengue-2 NS5 capping pilot replicate=0.9
Cn1c(=O)n(CC(=O)NCc2cccnc2)c2ccccc21	2.9%	2.6%	-6.4%	-8.2%	-1.0%	8.3%	2.9%	-7.5%	1.1%	Dengue-2 NS5 capping pilot replicate=-3.2
CCOc1cc2[nH]c(=O)n(CCCCC(=O)NCc3ccco3)c(=O)c2cc1OCC	-5.1%	-1.8%	-4.1%	-3.4%	-3.9%	1.8%	0.6%	-0.8%	-1.2%
CCNC(=S)N(Cc1ccccc1)Cc1nc2ccccc2c(=O)[nH]1	6.6%	-1.7%	10.3%	-1.4%	-2.0%	7.6%	0.5%	-5.8%	-5.7%
O=C(CCCC(=O)N(c1ccc2c(c1)OCCO2)C(C(=O)NC1CCCCC1)c1ccc(F)cc1)Nc1ccccn1 (configuration not stated)	7.1%	-0.8%	-1.1%	-9.3%	8.9%	2.5%	0.3%	-1.0%	-3.9%
CC(C)[C@@H]1COC(c2cccc(C3=N[C@H](C(C)C)CO3)c2)=N1	16.2%	-1.7%	0.5%	.	-12.6%	3.9%	3.8%	-3.2%	-2.2%
CC(C)C(NC(=O)c1ccco1)C(=O)NC1CCCCCC1 (configuration not stated)	27.5%	1.7%	0.4%	.	-0.6%	1.2%	1.0%	2.6%	0.0%
Cc1cccc(N2CC(C)Cn3c2nc2c3c(=O)n(CC(=O)OCc3ccccc3)c(=O)n2C)c1 (configuration not stated)	6.6%	3.3%	29.0%	-3.2%	4.8%	5.2%	4.4%	-3.4%	1.9%
CSCCC(NC(=O)c1ccccc1)C(=O)N1CC=C(c2ccccc2)CC1 (configuration not stated)	-3.6%	0.4%	0.2%	.	-5.9%	2.6%	2.4%	-6.5%	-0.4%
CC(NC(=O)C1CCCN(C(=O)N(C)C)C1)c1ccccc1 (configuration not stated)	3.9%	-2.2%	0.8%	-2.1%	-3.9%	8.4%	0.0%	-1.6%	-0.5%
COc1cc(CNCc2ccccn2)ccc1OCc1c(Cl)cccc1Cl	2.2%	-2.1%	-1.5%	-5.6%	-7.2%	0.2%	2.0%	-7.9%	-1.9%
COc1ccc(NC(=S)NCc2ccco2)cc1	13.5%	-2.3%	-6.8%	-16.4%	-9.2%	4.3%	0.0%	-4.8%	4.0%
NNC(=O)CSc1nnc(-c2ccccc2)n1-c1ccccc1	-3.0%	-0.4%	3.9%	.	-7.6%	3.2%	-0.5%	-2.6%	3.3%
CCOC(=O)N1CCc2c(sc(NC(=O)CN3CCOCC3)c2C(=O)Nc2ccccc2)C1	8.9%	-1.0%	10.5%	-2.9%	-3.2%	6.0%	0.0%	-21.5%	1.8%
CCCN=C1NC(=O)C(CC(=O)NCCc2ccccc2)S1 (configuration not stated)	20.0%	-2.3%	1.7%	-13.1%	-8.2%	6.3%	0.9%	0.0%	-2.6%
CC(O)CNc1nc2ccccc2n1-c1ncnc2sc3c(c12)CCC3 (configuration not stated)	23.1%	-1.0%	-8.9%	-3.3%	-1.2%	8.2%	?	-5.7%	-3.5%
CCOC(=O)c1cc2c(=O)n3ccccc3nc2n(Cc2ccccc2)c1=N	10.3%	3.2%	14.8%	2.4%	-34.7%	1.8%	1.5%	-3.3%	9.1%
COc1ccc(N=C2NC(=O)/C(=C\C=C\c3ccccc3)S2)cc1	-2.6%	-0.8%	29.4%	-3.4%	-7.1%	2.8%	-0.4%	2.2%	8.3%
O=C(COc1ccccc1Cl)NCCCNC(=O)c1cnccn1	5.0%	0.3%	3.7%	.	-6.4%	3.6%	0.6%	-1.8%	-7.6%
CC(C)COC(=O)C(C#N)c1nc2ccccc2nc1N1CCN(Cc2ccccc2)CC1 (configuration not stated)	21.3%	9.0%	8.3%	-3.5%	7.8%	6.8%	3.1%	5.3%	1.5%
COc1ccc(N2CCN(S(=O)(=O)c3ccc4c(c3)NC(=O)CC(=O)N4)CC2)cc1	11.3%	-1.4%	8.3%	.	-12.3%	-19.4%	2.8%	5.3%	-7.8%
Cc1cccc(NC(=O)C(c2ccccc2Cl)N2CCOCC2)c1 (configuration not stated)	-4.3%	-1.2%	-1.7%	1.3%	-7.2%	4.6%	0.1%	0.7%	0.8%
